High-throughput results (PubChem BioAssay)
MITF act – activators of MITF-driven TRPM1 promoter reporter, primary screen, cell-based, SK-MEL-5, luciferase, single point. SK-MEL-5 TRPM1-promoter luciferase, 24 h; % of positive control, neutral wells = 0. activation, % at 12.5 µM. actives 0.75% (n = 300,000);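 active = mean activation of at least 80% with every replicate also reaching 80%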;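 note: 0% = neutral control wells and 100% = parthenolide positive control wells; values of inactives mirror those of a sister screen read the other way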
NSD2 inh – NSD2 histone methyltransferase inhibitors, primary screen, biochemical, AlphaScreen, single concentration, set 2 | Histone-lysine N-methyltransferase NSD2 (Homo sapiens), O96028 | NSD2 peptide methylation, 120 min | actives 0.54% (n = 310,000) | inhibition, % at 12.5 µM; in the data active = inhibition above about 50%
Target sequence (O96028 whole entry, looked up): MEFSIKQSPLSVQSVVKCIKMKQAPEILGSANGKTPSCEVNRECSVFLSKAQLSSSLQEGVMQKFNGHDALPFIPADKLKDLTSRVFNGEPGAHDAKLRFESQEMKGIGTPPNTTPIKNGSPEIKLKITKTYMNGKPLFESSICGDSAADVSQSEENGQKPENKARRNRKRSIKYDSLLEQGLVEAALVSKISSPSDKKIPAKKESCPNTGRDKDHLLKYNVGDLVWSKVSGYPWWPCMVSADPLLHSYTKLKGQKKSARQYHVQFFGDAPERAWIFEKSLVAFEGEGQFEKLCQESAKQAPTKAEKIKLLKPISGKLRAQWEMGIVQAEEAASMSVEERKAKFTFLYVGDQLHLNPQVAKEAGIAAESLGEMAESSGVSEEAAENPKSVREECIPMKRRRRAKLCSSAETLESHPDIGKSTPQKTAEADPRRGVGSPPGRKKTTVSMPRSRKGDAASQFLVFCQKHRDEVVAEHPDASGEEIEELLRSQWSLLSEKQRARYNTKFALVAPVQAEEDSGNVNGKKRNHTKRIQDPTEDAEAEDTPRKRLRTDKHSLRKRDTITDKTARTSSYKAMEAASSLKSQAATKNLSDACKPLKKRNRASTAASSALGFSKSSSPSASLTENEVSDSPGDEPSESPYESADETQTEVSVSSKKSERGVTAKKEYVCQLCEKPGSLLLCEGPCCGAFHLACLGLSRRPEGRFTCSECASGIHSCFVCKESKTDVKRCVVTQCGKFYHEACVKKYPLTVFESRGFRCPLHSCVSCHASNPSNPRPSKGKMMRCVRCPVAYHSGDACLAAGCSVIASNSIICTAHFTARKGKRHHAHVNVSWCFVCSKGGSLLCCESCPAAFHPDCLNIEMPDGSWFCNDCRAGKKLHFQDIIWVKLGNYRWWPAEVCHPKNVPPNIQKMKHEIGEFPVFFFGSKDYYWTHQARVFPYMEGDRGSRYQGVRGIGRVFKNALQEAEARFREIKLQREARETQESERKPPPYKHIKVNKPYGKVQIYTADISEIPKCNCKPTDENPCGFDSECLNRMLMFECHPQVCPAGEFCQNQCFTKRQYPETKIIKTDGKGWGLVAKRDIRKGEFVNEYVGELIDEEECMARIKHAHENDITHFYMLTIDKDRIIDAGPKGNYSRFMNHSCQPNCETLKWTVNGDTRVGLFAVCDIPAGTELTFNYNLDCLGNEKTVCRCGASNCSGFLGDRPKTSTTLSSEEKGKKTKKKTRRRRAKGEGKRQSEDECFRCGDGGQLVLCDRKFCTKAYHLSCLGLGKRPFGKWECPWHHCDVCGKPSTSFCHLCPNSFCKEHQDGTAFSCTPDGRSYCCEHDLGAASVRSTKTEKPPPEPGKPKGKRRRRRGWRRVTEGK
SUMO Mot1 rescue – yeast Mot1-301 growth rescue at high temperature, primary screen, SUMOylation pathway inhibitor project, S. cerevisiae, ATP luminescence, 38.5C. growth rescue, % at 18.8 µM. AID 2716, 2010. S. cerevisiae Mot1-301 growth rescue; percent above DMSO median, 100 means doubled. actives 1% (n = 320,000);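 active = every valid replicate shows activation above 250% relative to neutral control wells; inactive = the rest, any valid replicate at or below 250%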;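 note: OY570 slx delta 5 strain wells were the positive control but not used for scaling; some compounds called inactive have numbers as strong as hits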
SR-BI DiI-HDL act – activators of SR-BI mediated DiI-HDL uptake, primary screen, ldlA[mSR-BI] CHO cells, DiI fluorescence. 3 h; 100 = double the neutral-control signal. activation, % at 12.5 µM. actives 0.096% (n = 320,000). AID 504775, 2011;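 active = mean replicate activation of at least 60% and every replicate at or above 60%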;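 note: 0% = median plate neutral-control signal and 100% = twice that signal; values of inactives mirror those of a sister screen read the other way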
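Material – SR-BI-overexpressing, LDLR-lacking CHO cells · Medium – BSA-supplemented, HEPES-buffered Ham's F12, pH 7.4 · Doses – single concentration · Times – compound with DiI-HDL co-incubation, 3 h at 37 °C · Measured by – bottom-read fluorescence, 550/595 nm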
Arr AP2 block – inhibitors of beta-arrestin/AP2 binding, primary screen, biochemical, GPCR trafficking, flow cytometry; beta-arrestin 1 C-terminal peptide binding to AP2 beta2-adaptin appendage (human); FITC-arrestin peptide / GST-AP2 beads; AP2 beta2 appendage carries R879A mutation; inhibition, % at 10 µM; actives 0.31% (n = 340,000); AID 504490, 2011;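 active = inhibition above a set limit, near 3 SD of compounds lacking own fluorescence, cut at about 54% in these data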;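 note: plate controls were DMSO wells for no effect and 5 µM unlabelled arrestin peptide for full effect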
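test system = AP2 appendage R879A on GSH beads | buffer or medium = PBS plus Tween 20 (0.05%) and BSA (0.1%) | incubation = 12 min plus 1 h, RT | detection = bead flow cytometry, FITC channel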
PKA-R1A activ – activators of PKA-R1A holoenzyme, primary screen, biochemical, fluorescence polarization, Cy5-IP20, bovine R1A, mouse PKAc | cAMP-dependent protein kinase type I-alpha regulatory subunit (Bos taurus) + … | PKA-R1A dissociation; scaled: DMSO 0%, 113 µM cGMP 100% | activation, % at 11.4 µM | actives 0.083% (n = 340,000);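 active = percent activation above the mean of all tested compounds plus 3 SD, cut at about 19% in these data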;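 note: higher means more PKAc released from R1A so a rise in polarization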
DSG3 Ab inh – inhibitors of pemphigus antibody binding to DSG3, primary screen, biochemical, bead-based, flow cytometry, scFv-GFP; Desmoglein-3 (Homo sapiens), P32926; DSG3-coupled beads, scFv-anti-DSG3-GFP binding; stronger effect = lower value; binding (percent of control), % at 10 µM; actives 0.48% (n = 310,000); AID 588358, 2011;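 active = binding more than 3 SD below its plate's average and above zero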;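 note: hits lower antibody fragment binding to DSG3; some compounds called inactive have numbers as strong as hits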
PKA-R2B act – activators of PKA-R2B holoenzyme, primary screen, biochemical, fluorescence polarization, Cy5-IP20, human | cAMP-dependent protein kinase catalytic subunit beta (Homo sapiens) + cAMP-dependent … | PKA-R2B holoenzyme dissociation; R2B truncated from residue 108, S112A mutant; 0% DMSO only, 100% 113 µM cGMP | activation, % at 11.4 µM | actives 0.079% (n = 340,000);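 active = activation above a cutoff set at the mean over all compounds plus 3 SD, cut at about 18% in these data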;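 note: higher means more holoenzyme dissociation and a rise in polarization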
CDK5 inh – inhibitors of human CDK5/p35 kinase, primary screen, biochemical, single concentration; Recombinant CDK5/p35, ADP-Glo luminescence, 60 min; inhibition, % at 10 µM; actives 0.01% (n = 330,000); AID 488839, 2010;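 active = highest replicate inhibition of at least 50% and at least 75% of replicates reaching 50%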;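 note: plate controls were DMSO neutral control for no effect and GW8510 at 10 µM for full effect; many of its hits are not listed in these tables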
dFosB activator – activators of delta FosB homodimer, primary screen, biochemical, fluorescence polarization, TAMRA-CDK5 oligo, single point | Protein FosB (Mus musculus), P13346 | purified delta FosB; percent of positive-control signal above neutral wells | activation, % at 25 µM | actives 0.99% (n = 340,000) | AID 493131, 2011;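 active = mean activation above about 17%, with every replicate also reaching it, limit read from the data, passing the limit was not always enough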;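 note: fluorescence polarization rise as delta FosB binds a TAMRA Cdk5 AP-1 oligo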
SR-BI HDL uptake – inhibitors of SR-BI mediated HDL lipid uptake, primary screen, ldlA[mSR-BI] cells, fluorescence, single point; Scavenger receptor class B member 1 (Mus musculus), Q61009; ldlA[mSR-BI] CHO cells, DiI-HDL uptake fluorescence, 3 h; inhibition, % at 12.5 µM; actives 0.96% (n = 320,000); AID 488896, 2010;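 active = mean replicate inhibition of at least 70% and a set share of replicates each scoring 70 or more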;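 note: 0% = median of neutral control wells and 100% = median of positive control wells; values of inactives mirror those of a sister screen read the other way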
Starred values were filed as active, the others as inactive; . = no result given.

SMILES	MITF act	NSD2 inh	SUMO Mot1 rescue	SR-BI DiI-HDL act	Arr AP2 block	PKA-R1A activ	DSG3 Ab inh	PKA-R2B act	CDK5 inh	dFosB activator	SR-BI HDL uptake
O=C(C[C@@H]1C/C=C\C[C@H](NC(=O)OCC2c3ccccc3-c3ccccc32)C(=O)OC[C@@H]2CCCN2C1=O)N[C@H](CO)Cc1ccccc1	3	.	-10	-1	0	-6	99	-6	-1.3	-10	1
COc1ccc(OC)c(S(=O)(=O)N(C)CC(=O)Nc2cc(Cl)ccc2OC)c1	.	-1	-11	-52	0	-9	104	6	1.9	-8	52
C=CCNC(=O)c1oc2ccc(S(=O)(=O)N3CCC4(CC3)OCCO4)cc2c1C	1	-8	-6	-19	-2	6	101	2	0.1	-7	19
CSc1ccc(C(=O)NCC(c2ccco2)N(C)C)cc1[N+](=O)[O-] (configuration not stated)	7	0	195	-25	17	-4	94	-11	0.9	-11	25
COc1cc(/C=N/NC(=O)c2cccnc2)ccc1OC(=O)c1cc(OC)c(OC)c(OC)c1	7	0	2	-73	-3	-3	104	11	1.1	-12	73*
Cc1cc(NC(=O)CSc2nc(-c3ccc(Br)cc3)nc3c2c(=O)n(C)c(=O)n3C)no1	-12	.	5	-28	-2	12	107	7	-0.6	4	28
COC(=O)C(C)N(c1ccc(OC)cc1)S(C)(=O)=O (configuration not stated)	-2	3	-14	16	48	-7	106	2	-0.8	0	-16
CC1CCN(S(=O)(=O)c2csc(C(=O)Nc3ccccc3)c2)CC1	-13	-2	4	-16	-8	-2	87	-14	-4.5	-3	16
Cn1c(N2CCC(C(N)=O)CC2)nc2c1c(=O)n(Cc1cccc(Br)c1)c(=O)n2C	.	13	-4	8	0	-11	103	4	0.6	-6	-8
Cc1ccc2c(c1)cc(CN(Cc1ccc3c(c1)OCO3)C(=O)c1ccccc1)c1nnnn12	-25	.	336*	-36	9	3	106	4	-0.1	-13	36

Taken from above:
Entry of `CC1CCN(S(=O)(=O)c2csc(C(=O)Nc3ccccc3)c2)CC1` under CDK5 inh: -4.5
Entry of `Cn1c(N2CCC(C(N)=O)CC2)nc2c1c(=O)n(Cc1cccc(Br)c1)c(=O)n2C` under Arr AP2 block: 0
Entry of `C=CCNC(=O)c1oc2ccc(S(=O)(=O)N3CCC4(CC3)OCCO4)cc2c1C` under PKA-R1A activ: 6

Remaining list, next part:
SMILES	MITF act	NSD2 inh	SUMO Mot1 rescue	SR-BI DiI-HDL act	Arr AP2 block	PKA-R1A activ	DSG3 Ab inh	PKA-R2B act	CDK5 inh	dFosB activator	SR-BI HDL uptake
CCCSC1=N/C(=C\c2ccc([N+](=O)[O-])o2)C(=O)S1	7	35	.	12	32	0	89	9	-6.6	-10	-12
CCn1ncc(Cl)c1C(=O)Nc1cc(Cl)ccc1Cl	-3	-9	4	-6	-4	-3	99	5	1.2	2	6
Cc1ccc(NC(=O)CSc2ccc(-c3ccc4c(c3)OCO4)nn2)cc1F	16	-2	-3	-16	-6	4	118	4	-2.0	-10	16
CC(C)(C)c1cc(C(=O)NC2CC2)n(Cc2ccc(F)cc2)n1	.	-2	-1	27	21	.	94	.	-0.9	-4	-27
CC(C)Cc1nc2oc3c(Cl)ncnc3c2c2c1CCCC2	.	-4	495	4	11	1	103	-8	6.1	0	-4
Cc1nc2ncnn2c(N2CCN(S(=O)(=O)c3ccc(Br)cc3)CC2)c1C	-19	12	3	10	12	-13	103	-8	-1.4	-3	-10
CC(C)c1ccc(/C=N/N2CCN(c3ccccn3)CC2)cc1	.	1	-40	-10	5	-8	105	-6	-2.1	-10	10
OC1(c2cccs2)CN(c2ccc(Cl)cc2)C2=[N+]1CCCC2 (configuration not stated)	-3	3	10	20	2	-2	85	-2	0.0	-5	-20
Cc1cc(C)cc(NC(=O)CN2C(=O)COc3ccc(S(=O)(=O)N4CCCC4)cc32)c1	-4	4	-11	3	-14	-8	103	2	-0.2	-9	-3
CCOc1ccc(NC(=O)CSc2nnc(C)n2CC)cc1	.	-2	13	-3	16	4	78*	5	0.5	-2	3
CCC(C)C(=O)Nc1ccc(S(=O)(=O)N2CCCC2)cc1 (configuration not stated)	-4	0	-16	.	21	-5	99	3	1.0	-1	.
COc1ccc(OC)c(NC(=O)CN2C(=O)C(=O)N(Cc3ccccc3)C2=O)c1	1	0	9	11	-20	-13	98	-3	-0.7	-11	-11
O=C(N/N=C/c1ccc(OC(F)F)cc1OC(F)F)NC1CCCCC1	6	1	-13	-22	-19	-22	97	-4	-0.6	-13	22
CCc1cccc(C)c1NC(=O)CCN1C(=O)NC(C)(C)C1=O	2	-1	-6	22	4	-7	95	-3	-0.7	-4	-22
COCCNC(=O)C(c1cccnc1)N(Cc1ccc(C)cc1)C(=O)Cn1nnc2ccccc21 (configuration not stated)	-3	-3	17	-1	-4	-13	92	1	-1.6	-7	1
O=C(c1cc2c([nH]c1=O)CCCC2)N1CCc2c([nH]c3ccccc23)C1c1ccccc1F (configuration not stated)	-7	-1	.	12	11	-3	94	-6	0.4	6	-12
COc1ccc(Cn2nnnc2C(c2cc3cc(C)ccc3[nH]c2=O)N2CCN(C)CC2)cc1 (configuration not stated)	-8	3	-21	-9	7	-3	110	-6	2.9	-7	9
Cc1c(C)c2ccc(OCC(=O)NCCCN3CCCC3=O)cc2oc1=O	-4	13	40	7	-10	0	82	-2	-1.0	-2	-7
CCN(CC)S(=O)(=O)c1cc(C(=O)c2nccn2C)ccc1Cl	-1	-1	334	1	8	-16	107	-1	-0.1	-9	-1
C/C(=N\Nc1ncc(Cl)cc1Cl)c1ccc(C#N)cc1	8	-6	-5	-16	17	-10	.	10	-0.4	-9	16
CCCCn1nnc(NC(=O)c2sc3cc(Cl)ccc3c2Cl)n1	9	-3	39	19	-22	-5	102	-17	-1.6	1	-19
COc1ccc(Cl)cc1NC(=O)CN(C)C(=O)CN1C(=O)NC(C)(C)C1=O	2	-4	10	5	-10	-5	.	-9	-0.2	-4	-5
Cc1cc(N2CCN(C)CC2)n2cc(-c3ccc(F)cc3)nc2n1	.	2	-3	-5	39	-15	106	2	-0.4	7	5
COc1cc(/C=C/C(=O)N2CCCN(C(=O)/C=C/c3cc(OC)c(OC)c(OC)c3)CC2)cc(OC)c1OC	-7	-3	3	5	-6	-8	85	-17	-4.3	-2	-5
O=C(Cc1ccc(F)cc1)Nc1ccc(S(=O)(=O)N2CCCC2)cc1	9	3	-25	-2	-9	-3	99	-1	0.5	-16	2
Cc1ccc(OCC(=O)N/N=C\c2ccc(O)cc2)c([N+](=O)[O-])c1	1	-4	2	4	-8	-17	101	13	2.7	-7	-4
COc1ccc(NC(=O)CSc2ccc(-c3cccs3)nn2)c(OC)c1	-10	2	-2	-62	16	-9	114	-7	-1.2	5	62
O=C(Nc1cccc([N+](=O)[O-])c1)c1ccc(CSc2ccccc2)cc1	.	-3	114	-31	-2	3	80*	-1	-3.3	-5	31
Cc1cccc(NC(=O)Cn2cc(C(=O)c3ccco3)c3ccccc32)c1	-11	6	4	-40	20	-10	104	-3	0.3	-3	40
Cc1ccccc1NC(=O)COC(=O)CCc1c[nH]c2ccccc12	2	-2	0	13	2	-14	93	-6	0.8	-7	-13
O=C1OCC(CO)(CO)N=C1NNc1ccc(Cl)c(Cl)c1	-1	0	63	.	17	-7	100	-1	-0.4	-2	.
C/C(=N/NC(=O)c1ccncc1)C1=C(O)CC(C)(C)CC1=O	-11	0	415	-3	-17	-9	103	-3	-3.6	3	3
O=C(NCCN1CCOCC1)c1ccccc1Cl	-6	-2	4	23	4	-4	99	-4	0.7	2	-23
CCOC(=O)C(Cc1ccccc1)NC(=O)Cn1nnc(-c2ccccc2)n1 (configuration not stated)	.	-3	35	5	2	6	102	-4	3.1	1	-5
O=C(NCCC1=CCCCC1)C1CCCN(S(=O)(=O)c2cccc3cccnc23)C1 (configuration not stated)	-4	.	-5	-10	25	-13	118	-4	-2.7	-7	10
CCCCOCCCNC1=NCCCCC1	-7	-1	.	-1	6	-4	104	-6	-3.9	-4	1
COc1ccc(N=c2oc3cc(O)ccc3cc2C(=O)NCC2CCCO2)cc1 (configuration not stated)	14	0	4	-62	-7	-8	102	-2	-5.2	2	62
CC1=CC(C)(C)N(C(=O)CSc2nnc(C)s2)c2ccc(C)cc21	-14	1	184	-27	8	3	108	2	-0.8	-4	27
COc1ccc(CNC(=O)[C@@H]2CC=C[C@@H]3CCN(C4CC4)C(=O)[C@@H]32)cc1	-2	.	5	25	8	-5	103	7	0.7	3	-25
CCN(CC)S(=O)(=O)c1ccc(C(=O)Nc2ccc(C(F)(F)F)n(C)c2=O)cc1	-2	-1	6	.	-2	-3	101	1	0.5	-14	.
CC(C)(C)NC[C@@H](O)COc1cccc2c1CCCC2=O	-4	.	0	2	-4	-8	122	-5	0.7	3	-2
COc1cccc(/C=C2/Sc3ccc(C(=O)NCCN4CCCC4)cc3NC2=O)c1	-85	8	3	11	2	4	.	0	11	36*	-11
O=C(Cc1ccccc1)NC1(O)C(=O)c2ccccc2C1=O	.	101*	-2	6	7	.	92	.	0.6	-3	-6
O=C(NCC(c1ccco1)N1CCOCC1)c1cccc([N+](=O)[O-])c1 (configuration not stated)	2	-3	-7	.	17	-1	97	-5	-1.2	-9	.

No enrichment for hits. Share with any hit: about 4.7%.
